# Pf growth 96h: inhibits malaria parasite growth, 96 h | Potency, µM (highest dose often 28.7 µM), inactives show at the highest dose activity change, negative = inhibition, most hits filed as inhibitors | P. falciparum luciferase reporter growth, 96 h | 320,000 tested, 6.9% active | AID 504834; note: potency is the fitted concentration of half-maximal effect; % is set by controls: 0 for no effect and ±100 for the full control effect
#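 Two-generation exposure (96 h) targets delayed-death phenotype. Reporter parasites carrying integrated firefly luciferase, in red cells at 2% hematocrit and 0.05% parasitemia final, kept at 37 C, 5% CO2; luminescence loss indicates inhibition.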
# TbPYK inhibitor: inhibitors of Trypanosoma brucei pyruvate kinase; Q57TT1; TbPYK enzyme, Kinase-Glo Plus ATP luminescence, 45 min; Potency, µM (doses to about 76.8 µM), inactives show top-dose activity, negative = inhibition, most hits filed as inhibitors; 410,000 tested, 0.12% active; note: potency is the fitted concentration of half-maximal effect; % is set by controls: 0 for no effect and ±100 for the full control effect; nearly all actives have a fitted effect of over 50% in size
#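 Screened from lowest to highest concentration, compounds were pinned into TbPYK/substrate mixtures, and ADP (130 uM final) was added. Plates sat at room temperature for 45 min prior to Kinase-Glo Plus detection by luminescence.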
# Pf growth 48h: inhibits P. falciparum growth in the first generation, 48 h; P. falciparum luciferase growth in erythrocytes, 48 h; Potency, µM (doses to about 28.7 µM), for the others: top-dose activity change, negative = inhibition, hits mostly inhibitors; 310,000 tested, 5.9% active; note: potency is the fitted concentration of half-maximal effect; % is set by controls: 0 for no effect and ±100 for the full control effect
#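 Parasite viability was followed by luminescence of a genomically integrated firefly luciferase. Cultures held 0.1% parasitemia at 2% hematocrit (final), incubated under 5% CO2 at 37 C.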
# Shiga inhibitor: inhibitors of Shiga toxin in Vero cells. Vero cells, Shiga toxin protein synthesis inhibition reporter. inhibition, % at 38.7 µM. 290,000 tested, 9.2% active. AID 2315; in the data active = inhibition mostly above about 28%, no sharp cut-off; inactive = mostly below about 43%; note: 0% is about no effect
# Cycloheximide cs: affects cycloheximide protein synthesis inhibition readout, counter-screen; 300,000 tested, 12% active; cell reporter, cycloheximide protein synthesis inhibition counterscreen; max response, %; in the data active = max response mostly above about 13%, no sharp cut-off; inactive = mostly below about 14%; note: read at 38.3 µM for the half of the compounds with a filed dose; 0% is about no effect
# AMA1 RON2 block: inhibitors of Plasmodium falciparum AMA1-RON2 interaction. AlphaScreen AMA1-biotinylated RON2 peptide binding. Potency, µM (top dose mostly 58.2 µM), inactives show at the top dose activity change, negative = inhibition, usual class: inhibitors. 360,000 tested, 0.2% active. AID 720542;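 note: potency is the fitted concentration of half-maximal effect; 0% = vehicle wells and -100% = peptide control; nearly all actives have a fitted effect of over 45% in size; some results filed as inactive show a strong effect at the top dose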
#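 AMA1 (3D7) with his tag at 25 nM final met compounds first, then biotinylated RON2 peptide at 25 nM; detection used donor plus acceptor beads, 10 µg/mL apiece, read by AlphaScreen after 30 min at room temperature.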
# LmPK inhibitor: blocks Leishmania mexicana pyruvate kinase activity. Potency, µM (titrated, usually from 57.5 µM), without a hit: at the top dose activity change, negative = inhibition, actives largely listed as inhibitors. 290,000 tested, 0.37% active. purified LmPK, Kinase-Glo ATP luminescence, 1 h. Q27686; note: potency is the fitted concentration of half-maximal effect; % is set by controls: 0 for no effect and ±100 for the full control effect
# Target sequence (Q27686 whole entry, looked up): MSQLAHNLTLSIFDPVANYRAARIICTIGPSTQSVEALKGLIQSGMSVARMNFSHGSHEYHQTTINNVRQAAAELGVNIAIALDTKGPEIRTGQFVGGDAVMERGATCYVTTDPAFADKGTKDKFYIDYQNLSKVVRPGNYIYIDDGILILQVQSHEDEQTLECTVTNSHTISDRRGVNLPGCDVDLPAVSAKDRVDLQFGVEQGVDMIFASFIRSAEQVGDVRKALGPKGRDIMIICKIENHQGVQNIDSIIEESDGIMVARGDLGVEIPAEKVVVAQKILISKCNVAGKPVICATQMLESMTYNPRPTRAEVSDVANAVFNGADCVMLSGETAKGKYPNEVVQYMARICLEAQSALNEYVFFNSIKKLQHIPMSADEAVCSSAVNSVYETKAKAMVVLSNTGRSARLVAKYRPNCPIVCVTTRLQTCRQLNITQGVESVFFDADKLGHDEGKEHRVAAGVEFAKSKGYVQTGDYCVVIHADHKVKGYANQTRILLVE
#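 0.1 nM LmPK, 0.5 mM PEP, 0.1 mM ADP; 50 mM imidazole pH 7.2, 7 mM MgCl2, 50 mM KCl; 1 h RT. Kinase-Glo luminescence readout, normalized to no-enzyme (full inhibition) and uninhibited wells.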
# * marks the source's active call; other numbers are inactive results; i = inactive; ? = inconclusive; · = not tested or not shown; [ ] = remark or other dose. Unless noted, calls come from the whole dose curve; as a rule, active = well fitted curve in the direction sought with a large enough effect; inconclusive = small, poorly fitted or top-dose-only effect, or another doubt; inactive = no such curve, though single readings can be large; an effect the other way counts as inactive or inconclusive.
mol,Pf growth 48h,Pf growth 96h,Cycloheximide cs,Shiga inhibitor,AMA1 RON2 block,TbPYK inhibitor,LmPK inhibitor
CC1(C)CC2CC(C)(CN2CC(O)c2ccccc2)C1 (centres undefined),-15%,1%,-4,-5,0%,-3%,2%
Cc1cccc(N2CC(C(=O)Nc3ccc(S(=O)(=O)NCC4CCCO4)cc3)CC2=O)c1C (centres undefined),-17%,-21%,-4,1,-8%,-3%,-8%
Fc1ccc(Sc2cc(Cl)c(-c3ccccc3)nn2)cc1,?,?,-2,-13,15%,-5%,0%
O=C1[C@@H]2Cc3c([nH]c4ccccc34)C(c3ccc([N+](=O)[O-])cc3)N2C(=O)CN1C1CC1 (some centres undefined),10%[0.00184 µM],?,-2,2,-7%,1%,1%
CCN(CC)S(=O)(=O)c1ccc(C)c(NCC(=O)Nc2ccc(C#N)c(Cl)c2)c1,?,5.2µM*,-4,-5,-4%,-2%,2%
O=C1Cc2cc(S(=O)(=O)Nc3cccc(F)c3)ccc2N1,3%,?,·,·,3%,3%,·
Nc1cc(C(=O)OCC(=O)Nc2ccc(N3CCOCC3)cc2)ccc1Cl,-8%,-26%,·,·,14%,0%,·
COc1cccc2sc(N3CCN(C(=O)C4COc5ccccc5O4)CC3)nc12 (centres undefined),4%,8%,·,·,?,3%,·
Cc1ccc(S(=O)(=O)N2CCN(C(=O)N3CCOCC3)C2C(C)C)cc1 (centres undefined),-18%,12µM*,-8,-14,16%,-13%,1%
Cc1ccc(NS(=O)(=O)c2ccc3c(c2)NC(=O)C(C)C(=O)N3)c(Cl)c1 (centres undefined),7%,10%,-3,-7,19%,-8%,1%
COc1cc(NC(=O)C2CCN(S(=O)(=O)c3cnc[nH]3)CC2)cc(OC)c1OC,·,0%,-6,-8,-3%,-13%,0%
O=C(O)C1=C[C@@H](c2ccc3c(c2)OCO3)C[C@@H](OCc2ccc(CO)cc2)O1,34%[activator],69%[activator],2,-7,-3%,-8%,5%
O=C(CSc1ccccc1)Nc1ccccc1N1CCOCC1,-27%,17%,-5,15,7%,0%,5%
CC(C)C1CC(=O)NC(SCC(=O)Nc2ccc(Br)cc2)=C1C#N (centres undefined),15%,29%,3,31,-5%,-4%,-8%
CC(C)C(=O)N1CCN(c2nc3ccc(Cl)cc3s2)CC1,96%[activator],79%[activator],36*,62*,-9%,-4%,-9%
O=C(CN(c1ccc(F)cc1)S(=O)(=O)c1ccc2c(c1)OCCO2)Nc1cccnc1,-27%,·,-5,-6,0%,0%,-6%
CCN(c1ccccc1)S(=O)(=O)c1ccc(Cl)c(NC(=O)CN2CCN(C)CC2)c1,?,?,·,·,1%,3%,·
O=C(Nc1ccc(NC(=O)C2CCCN2C(=O)OCc2ccccc2)cc1)c1ccco1 (centres undefined),-17%,3%,3,17,1%,-3%,5%
COc1ccc(-c2nc3ccccc3c(=O)n2CC(C)C)cc1,22%,9%,-4,-6,8%,8%,6%
Cc1ccc[n+](C(C)C(=O)Nc2ccc(C)c(C)c2)c1 (centres undefined),?,0%,-3,7,-12%,-1%,-5%
O=C(Nc1ccnn1C1CCN(CCCc2ccccc2)CC1)c1ccccc1Cl,-27%,?,-1,-13,-3%,-1%,-9%
Cc1nn(CC(=O)Nc2ccc(C#N)cc2)c(C)c1[N+](=O)[O-],-6%,-22%,-3,-11,13%,1%,0%
CN1C(=O)/C(=C/c2ccc(C(=O)NC3CCCC3)cc2)Oc2ccccc21,-20%,?,7,21,8%,-1%,-5%
CN1CCN(CC(=O)Nc2ccccc2C(F)(F)F)CC1,5%,?,7,4,?,-11%,-2%
Cn1c(=O)[nH]c(=O)c2c1nc(NCCCO)n2CCCc1ccccc1,35%[activator],56%[activator],-2,20,0%,-6%,-4%
Cc1cc(O)cc2c1C(c1ccc(F)cc1)CC1(CC(C)(C)NC(=S)N1)O2 (centres undefined),?,30%,-8,8,19%,-8%,1%
CC1(C)Cc2c(C#N)c(SCCO)nc(N3CCOCC3)c2CO1,?,?,-9,-9,-6%,7%,-1%
Cc1ccc(/C=N/NC(=O)Cn2ccc(C(F)(F)F)n2)o1,25%,-1%,-1,11,27%,3%,-3%
O=C1C2=C(C(=O)c3ccccc31)C1O[C@](c3ccsc3)(Cc3ccccc31)O2,1.2µM*,39%[activator][5.75 µM],2,i,·,·,-2%[11.5 µM]
O=C1NC(=O)N(Cc2ccco2)C(=O)/C1=C\c1cccn1CCOc1ccccc1,8%,10%,7,54,3%,-13%,7%
CC(C)(CO)NC(=O)CC1C(=O)NCCN1CC(c1ccccc1)c1ccccc1 (centres undefined),-14%,?,1,-5,2%,-3%,6%
Cc1cccc(CNc2ccc(S(=O)(=O)N3CCCCC3)cc2)c1,?,?,·,·,15%,-16%,·
CCCN1Cc2cccc(C(=O)NCc3ccc(C)cc3)c2C1=O,-14%,?,14,-10,7%,12%,9%
O=C(CSc1ccc(Cl)cc1)NCc1ccncc1,1%,?,1,2,2%,-2%,-1%
CCCS(=O)(=O)N1CCC(CCOc2ccccc2)(C(=O)OCC)CC1,-19%,-22%,-2,4,9%,0%,0%
CC(C)(C)c1cc(=O)n2c(nc3ccccc32)[nH]1,?,?,13,5,2%,-3%,-4%
CC(=O)NCCOc1cccc(OCCNC(C)=O)c1,-13%,-1%,1,-4,19%,-5%,3%
O=C(Oc1cccccc1=O)c1ccccc1,?,15µM*,-1,6,9%,5%,9%
Cc1ccc(S(=O)(=O)c2ccccc2)cc1S(=O)(=O)N1CCOCC1,-16%,1%,-2,-9,-9%,10%,-2%
COc1ccc(CCc2nnc(CCC(=O)NCCc3ncccc3C)o2)cc1,0%,0%,21*,25,6%,5%,-5%
O=C(NNC(=O)C1[C@H]2CCCC[C@@H]12)NC1CCCCC1 (some centres undefined),3%,30%,7,24,32%[activator],-3%,0%
O=S(=O)(c1ccc2c(c1)CCCN2)N1CCCCC1,?,?,·,·,-4%,0%,·
O=C(CNC(=S)N(Cc1ccccc1)Cc1cccnc1)NCc1ccccc1,-18%,?,1,-9,-2%,-9%,13%
COc1cccc(C(=O)COC(=O)c2ccc(NC(C)=O)cc2)c1,57%[activator],41%[activator],16*,13,11%,-5%,-2%
COCCn1c(SCC(=O)N2CCC(C)CC2)nc2c([nH]c3ccccc32)c1=O,?,?,8,5,-3%,-9%,1%
O=C(Nc1ccc2c(c1)OCCO2)C1c2ccccc2C(=O)N2CCc3ccccc3C12 (centres undefined),·,15%,-5,-12,-4%,-6%,-1%
Brc1ccc2nc(-c3c[nH]c4ccccc34)cn2c1,344%[activator],-24%,31*,64*,-12%,1%,-14%
Clc1cccc(CN2CCSCC2)c1,?,24%,-3,·,-11%,3%,-3%
Nc1ccc2nc3c(=O)n(C4CCCCC4)c(=O)[nH]c3nc2c1,-8%,19%,40*,78*,0%,-1%,1%
Fc1ccc(-c2cc(-c3cccs3)cc(-c3ccccc3)n2)cc1,?,?,-2,24,-2%,0%,1%

# Retrieved one by one from above:
mol,Pf growth 48h,Pf growth 96h,Cycloheximide cs,Shiga inhibitor,AMA1 RON2 block,TbPYK inhibitor,LmPK inhibitor
O=C(Oc1cccccc1=O)c1ccccc1,?,15µM*,-1,6,9%,5%,9%
Cc1ccc(S(=O)(=O)c2ccccc2)cc1S(=O)(=O)N1CCOCC1,-16%,1%,-2,-9,-9%,10%,-2%
CC(C)(CO)NC(=O)CC1C(=O)NCCN1CC(c1ccccc1)c1ccccc1 (centres undefined),-14%,?,1,-5,2%,-3%,6%
Nc1ccc2nc3c(=O)n(C4CCCCC4)c(=O)[nH]c3nc2c1,-8%,19%,40*,78*,0%,-1%,1%
Cc1cc(O)cc2c1C(c1ccc(F)cc1)CC1(CC(C)(C)NC(=S)N1)O2 (centres undefined),?,30%,-8,8,19%,-8%,1%

# Following part:
mol,Pf growth 48h,Pf growth 96h,Cycloheximide cs,Shiga inhibitor,AMA1 RON2 block,TbPYK inhibitor,LmPK inhibitor
O=C(/C=C/c1ccc(Cl)c([N+](=O)[O-])c1)Nc1ccc(NC(=O)c2ccco2)cc1,5%,-8%,-1,-14,-3%,-4%,0%
Cc1cccc(NC(=O)CN(C)S(=O)(=O)c2cccc3cccnc23)c1,·,0%,-5,-7,102%[activator],0%,12%
Brc1cc2ccccc2[n+](Cc2ccccc2)c1,?,?,·,·,12%,-1%,·
Cc1ccc(C)c(NC(=O)COC(=O)c2ccc3c(c2)OCO3)c1,133%[activator],34%[activator],-6,-4,-1%,1%,8%
CCN1C(=O)c2cccc3c(S(=O)(=O)N(C(=O)c4ccncc4)c4ccc(OC)cc4)ccc1c23,15µM*,13µM*,1,24,40%[activator],0%,1%
COc1ccc(-n2ncc3c(=O)n(CC(=O)N4c5ccccc5CC4C)cnc32)cc1 (centres undefined),?,-26%,-2,-2,4%,2%,7%
Cc1ccc(NC(=S)N(CCCN2CCOCC2)Cc2cccnc2)cc1C,6%,14%,-2,-9,-11%,-2%,0%
O=C(Nc1nc(-c2cccs2)cs1)C1=COCCO1,115%[activator],446%[activator],40*,68*,3%,-31%,?
Cc1ccc(-n2c(O)cnc2Nc2nc(C)cc(C)n2)cc1,13%,0.29µM*,-2,-26,-16%,-2%,-3%
CCOc1ccc(S(=O)(=O)N2CCCC(C(=O)NCc3cccnc3)C2)cc1C (centres undefined),-13%,-17%,-4,7,25%,-10%,2%
CCN(C(=O)Cn1nnc(-c2ccccc2)n1)C1CCS(=O)(=O)C1 (centres undefined),3%,1%,·,·,-7%,-2%,·
N#Cc1ccsc1NC(=O)c1cccc([N+](=O)[O-])c1,3%,11%,23*,52*,-1%,0%,-2%
O=C(O)/C=C/c1ccc2ccccc2n1,-3%,-27%,1,5,-7%,-5%,-10%
O=c1cc(CSc2nnc(COc3ccc(Cl)cc3)o2)c2ccccc2[nH]1,-29%,-4%,-2,-11,1%,4%,-11%
Nc1cccc(C(=O)Nc2cccc3ncccc23)c1,-2%,198%[activator],-3,3,15%,-1%,-1%
CS(=O)(=O)Nc1ccccc1C(=O)NCCSc1ccc(Cl)cc1,0%,2%,1,2,2%,1%,-5%
Cc1cc(C)nc(N/N=C/c2ccc([N+](=O)[O-])o2)n1,-1%[0.00184 µM],5.2µM*,1,12,1%,1%,-2%
Cc1cc(C(=O)CSc2n[nH]c(N)n2)c(C)n1-c1ccc(F)cc1,54%[activator],?,40*,61*,-13%,-2%,-4%
CCn1c(CCc2nc3ccccc3[nH]2)n[nH]c1=S,24%,0%,-3,14,10%,-14%,-7%

# Sorted by formula weight (ascending): some entries from above.
mol,Pf growth 48h,Pf growth 96h,Cycloheximide cs,Shiga inhibitor,AMA1 RON2 block,TbPYK inhibitor,LmPK inhibitor
O=C(O)/C=C/c1ccc2ccccc2n1,-3%,-27%,1,5,-7%,-5%,-10%
Cc1cc(C)nc(N/N=C/c2ccc([N+](=O)[O-])o2)n1,-1%[0.00184 µM],5.2µM*,1,12,1%,1%,-2%
N#Cc1ccsc1NC(=O)c1cccc([N+](=O)[O-])c1,3%,11%,23*,52*,-1%,0%,-2%

# Compound activity as filed in PubChem BioAssay.
